E-sel inducer: induces E-selectin expression in human endothelial cells; HUVEC E-selectin immunofluorescence imaging; normalized: neutral wells 0, TNF-alpha wells 100; activation, % at 7.58 µM; actives 0.37% (n = 260,000); AID 686992;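 active means mean E-selectin-positive cell signal at least 10% of the positive control, reached in at least 60% of replicates, without over 20% cell loss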;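 further: in these data hits start at about 27%; measured in HUVEC primary endothelial cells; signal is the percent of cells scored E-selectin positive by PE staining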
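Material: HUVEC primary endothelial cells; Amount: 3,000 cells per well; Dosing: single concentration; Medium: EGM-2 growth medium on 0.1% gelatin-coated wells; Read-out basis: percent E-selectin-positive cells; Signal: immunofluorescence imaging; Control set: TNF-alpha, DMSO.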
ERAP1 HTS inh: blocks human ERAP1 aminopeptidase activity; AID 652197; recombinant ERAP1, Leu-AMC fluorescence, 60 min; Q9NZ08; inhibition, % at 10.7 µM; actives 0.15% (n = 340,000);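 active means mean replicate inhibition of at least 30%, or all replicates individually reaching that 30% level; inactive means mean below 30% and not every replicate reaching it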;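 further: 0% = neutral control wells and 100% = L-leucinethiol positive control wells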
Target sequence (Q9NZ08 whole entry, looked up): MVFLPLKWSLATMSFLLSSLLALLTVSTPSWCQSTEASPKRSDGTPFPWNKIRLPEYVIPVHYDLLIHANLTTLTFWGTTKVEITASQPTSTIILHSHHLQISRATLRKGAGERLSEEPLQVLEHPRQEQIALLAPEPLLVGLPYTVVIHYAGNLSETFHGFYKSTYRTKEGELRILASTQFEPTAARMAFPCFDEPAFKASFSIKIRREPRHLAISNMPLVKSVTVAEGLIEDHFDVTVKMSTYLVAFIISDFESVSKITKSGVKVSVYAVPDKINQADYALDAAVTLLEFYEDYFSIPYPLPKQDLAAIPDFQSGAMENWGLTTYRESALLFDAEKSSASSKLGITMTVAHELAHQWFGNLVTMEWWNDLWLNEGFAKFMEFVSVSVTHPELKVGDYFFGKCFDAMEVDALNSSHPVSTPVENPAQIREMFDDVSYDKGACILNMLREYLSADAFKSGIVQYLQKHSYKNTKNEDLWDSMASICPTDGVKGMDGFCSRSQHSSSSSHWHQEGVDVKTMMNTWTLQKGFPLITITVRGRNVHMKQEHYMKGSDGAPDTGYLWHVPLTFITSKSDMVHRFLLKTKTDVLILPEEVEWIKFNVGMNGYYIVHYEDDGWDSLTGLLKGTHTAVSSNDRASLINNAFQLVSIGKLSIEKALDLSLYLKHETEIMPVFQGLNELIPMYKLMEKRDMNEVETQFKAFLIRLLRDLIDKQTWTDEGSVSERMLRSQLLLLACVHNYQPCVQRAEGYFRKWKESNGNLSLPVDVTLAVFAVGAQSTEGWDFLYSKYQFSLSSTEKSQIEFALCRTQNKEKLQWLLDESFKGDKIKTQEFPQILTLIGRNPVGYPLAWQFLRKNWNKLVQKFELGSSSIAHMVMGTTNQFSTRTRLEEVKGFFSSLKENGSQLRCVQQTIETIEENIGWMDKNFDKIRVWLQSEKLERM
RAD52 anneal inh: inhibitors of human RAD52 DNA annealing; P43351; recombinant RAD52 DNA annealing, FRET fluorescence; inhibition, % at 18.7 µM; actives 0.46% (n = 360,000); AID 651710;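 active means every replicate showing at least 50% inhibition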
* marks the source's active call; other numbers are inactive results. The list is partial, so the mix of outcomes need not match the whole.

SMILES	E-sel inducer	ERAP1 HTS inh	RAD52 anneal inh
C/C=C/c1ccc([C@H]2[C@@H](CO)N(C(=O)CC)[C@@H]2CN(C)C(=O)NC(C)C)cc1	0.0	2	-20
Cc1cc2nc(-c3ccc(F)cc3)c(Cc3ccsc3)n2c(C)c1Br	0.1	1	-11
CCc1cccc2c(C(=O)C(F)(F)F)cn(CC(=O)NCC3CCCO3)c12 (stereo not drawn)	-0.1	-3	-9
C[C@@H]1CN([C@@H](C)CO)C(=O)c2cc(C#CC3CCCC3)cnc2O[C@@H]1CN(C)C(=O)C1CC1	0.0	0	12
COc1ccc(Nc2nc(-c3ccccc3)c3ccccc3n2)cc1	-1.1	-5	-5
COc1ccc(C(C(=O)NC(C)(C)C)N(Cc2ccc(C)cc2)C(=O)CCC(=O)Nc2cc(C)on2)cc1 (stereo not drawn)	4.4	0	-12
O=C(NCCN1CCC(n2c(=O)[nH]c3ccccc32)CC1)c1ccccc1C(F)(F)F	-0.3	-2	3
CCNS(=O)(=O)c1ccc(NC(=O)c2cncc(Br)c2)cc1	-0.2	-9	-19
CCCCN(C(=O)/C=C/c1ccc(OCC(C)C)c(OCC)c1)c1c(N)n(CCC)c(=O)[nH]c1=O	-0.2	-3	10
COCCCn1c(SCC(=O)Nc2oc(C)c3c(C)n[nH]c(=O)c23)nc2ccccc2c1=O	-1.7	-4	-7
Cc1ccc(C)c(-c2csc(NC(=O)c3cnccn3)n2)c1	-0.1	-2	-4
CN1OC[C@@H]2CN(C(=O)c3ccc(C#N)cc3)[C@H](c3cccc(Br)c3)C[C@@H]21	-0.1	4	-2
CCOP(=O)(OCC)C(NC(=O)c1ccc(OC)cc1)c1ccccc1 (stereo not drawn)	3.6	2	-21
Fc1cccc(Cc2c(C3CCCCC3)nc3c4ccccc4ccn23)c1	0.1	0	-39
N#Cc1cc(F)cc(OCCCN2CCC(C(O)(c3ccccc3)c3ccccc3)CC2)c1	0.1	1	-7
CC(=O)C1=C(C)N(Cc2ccc(F)cc2)C(=S)NC1c1ccc(Br)cc1 (stereo not drawn)	-0.2	5	-15
CCN=C1S/C(=C\c2cc(Br)ccc2OCC(=O)OCC)C(=O)N1CC	-0.7	-1	-18
COc1ccccc1NS(=O)(=O)c1cc(C(=O)NC2CCN(Cc3ccccc3)CC2)ccc1C	-0.2	-2	-34
Cc1ccc(COc2ccc(/C=N/O)cc2)cc1	107*	-1	-22
CC(=O)Nc1ccc2c(c1)-c1ccc(F)cc1C2	12	2	-6
O=C(Cc1cccs1)NCCN1CCOCC1	-3.2	-1	-11
CCCCCCCCN1C(=O)[C@H](CC(=O)NCc2cccc(C(F)(F)F)c2)C[C@@]2(C(=O)OCC)CCC=C12	0.0	-4	-2
Cc1cccc(C)c1NC(=O)C1(NC(=O)Cn2cccc([N+](=O)[O-])c2=O)CCCCC1	-1.8	4	-9
O=C1CCc2cc(S(=O)(=O)Nc3cccc(F)c3)cc3c2N1CC3	0.2	2	-5
COc1ccc(C=C(C#N)C(=O)c2ccccc2)cc1	0.0	0	-6

The final five compounds of the part above come first, to join the parts.
SMILES	E-sel inducer	ERAP1 HTS inh	RAD52 anneal inh
O=C(Cc1cccs1)NCCN1CCOCC1	-3.2	-1	-11
CCCCCCCCN1C(=O)[C@H](CC(=O)NCc2cccc(C(F)(F)F)c2)C[C@@]2(C(=O)OCC)CCC=C12	0.0	-4	-2
Cc1cccc(C)c1NC(=O)C1(NC(=O)Cn2cccc([N+](=O)[O-])c2=O)CCCCC1	-1.8	4	-9
O=C1CCc2cc(S(=O)(=O)Nc3cccc(F)c3)cc3c2N1CC3	0.2	2	-5
COc1ccc(C=C(C#N)C(=O)c2ccccc2)cc1	0.0	0	-6
O=C(CSc1nccn1-c1ccc(Cl)cc1)N1CCCc2ccccc21	-0.2	2	-9
C/C(=N/NC(=O)CNC(=O)C1COc2ccccc2O1)c1cccc(O)c1 (stereo not drawn)	0.3	-1	-10
Cc1cc(SCC(=O)c2cc(C)n(C)c2C)nc2ccccc12	-0.3	0	-8
COc1cccc(NC(=O)N2CC(=O)N3[C@H](C2)[C@@H](c2ccc(C#CC4CCCC4)cc2)[C@@H]3CO)c1	0.4	-2	-5
COc1ccc(C2Nc3ccccc3C(=O)N2C2CCCCC2)cc1 (stereo not drawn)	5.2	1	-4
Cc1ccc(S(C)(=O)=O)cc1S(=O)(=O)Nc1cccc(Cl)c1	-0.1	0	-2
CCOC(=O)c1c(C)c(/C=N/Nc2ccccc2)n(C)c1C	0.1	7	-6
Cc1ccc(CNC(=O)CCCc2cn(C)c3ccccc23)cc1	1.2	0	-5
CCOC(=O)N1CCN(S(=O)(=O)c2ccc([N+](=O)[O-])cc2)CC1	4.7	-2	-3
CCCNC(=O)N1CC2(CCN(CC3CCCC3)CC2)c2c([nH]c3cc(OC)ccc23)[C@H]1CO	-0.2	-1	9
Cc1cc(CCNC=O)c(C)c2c1sc1ccccc12	0.0	0	-9
Cn1c(=O)oc2ccc(S(=O)(=O)Nc3ccc(Cl)cc3[N+](=O)[O-])cc21	-0.3	4	-3
COc1cccc(-c2ccc(C3[C@H]4CNC[C@@H]3N4CC3CCCCC3)cc2)c1 (stereo partly drawn)	0.0	-3	-60
Cc1cnc(C(=O)OCC(=O)N(C)CC(=O)Nc2ccccc2Cl)cn1	-0.4	3	1
CCCNC(=O)CCc1cc(C(C)(C)C)c(O)c(C(C)(C)C)c1	5.5	0	-7
CN=c1sc2c(n1C)C(=O)c1ccccc1C2=O	0.1	3	-8
NNC(=O)[C@H](Cc1ccccc1)NC(=O)Nc1ccc2c(c1)OCCO2	8.1	2	0
CCOc1ccc(C(=O)NC(=S)Nc2ccc(N3CCCCC3)cc2)cc1[N+](=O)[O-]	1.3	0	-6
CC(NC(=O)c1ccc(Br)cc1)C(=O)NC1=NCCS1 (stereo not drawn)	-6.0	7	-8
COc1ccc2c3c([nH]c2c1)[C@H](CO)N(C(=O)c1ccccc1)CC31CN(C(=O)c2cccc(F)c2)C1	0.0	2	3
O=C(NC1CCCCC1)C(c1ccccc1F)n1c(=O)c(-c2ccco2)nc2ccccc21 (stereo not drawn)	-0.2	0	-51
COC(=O)[C@@]12C[C@@H](CC(=O)NCc3cccc(C(F)(F)F)c3)C(=O)N(Cc3ccco3)C1=CCC(C)(C)C2	-0.3	2	-19
Cc1nn(-c2ccccc2)nc1CNC(=O)CC(C)(C)C	1.1	0	-10
CCSc1ncnc2c1sc1nc3c(cc12)COC(C)(C)C3	-0.1	0	-13
COc1ccccc1CNC(=O)c1cn(C)c2ccc(S(=O)(=O)N3CCCCC3)cc2c1=O	0.0	-3	-9

Reprinted from the part before: two compounds, followed by the next part.
SMILES	E-sel inducer	ERAP1 HTS inh	RAD52 anneal inh
CCSc1ncnc2c1sc1nc3c(cc12)COC(C)(C)C3	-0.1	0	-13
COc1ccccc1CNC(=O)c1cn(C)c2ccc(S(=O)(=O)N3CCCCC3)cc2c1=O	0.0	-3	-9
O=C(NC1CC1)c1ccc(NS(=O)(=O)c2ccc(F)cc2)cc1	0.1	2	-8
CCCCCc1c(-c2ccccc2)ncn1CCc1ccccc1OC	-0.2	-1	1
COc1ccccc1CCn1cnc(-c2ccc(Cl)cc2)c1CC(C)C	-0.4	-3	-16
CN1C(c2ccc(F)cc2)=CS/C1=C(/C#N)c1nnc(N2CCOCC2)n1-c1ccccc1	-2.6	-4	0
Cc1ccc(NC(=O)Nc2nnc(CSCCOc3ccc(Cl)cc3)s2)cc1	9.8	4	-11
COc1ccc(NC(=O)CN(C)C(=O)c2ccc3[nH]c4c(c3c2)CC(C)CC4)cc1 (stereo not drawn)	-0.7	1	-11
OCCC#Cc1ccc(CN2CCN(Cc3ccccc3)C(CCO)C2)cc1 (stereo not drawn)	6.2	-3	-7
O=C(Nc1cccc(O)c1)C(Cc1ccccc1)N1C(=O)c2cccc3cccc(c23)C1=O (stereo not drawn)	0.1	1	-25
CCOC1=C2CN(S(=O)(=O)c3ccc(C)cc3)C(c3cccc(Cl)c3)CC2N(S(=O)(=O)c2ccc(C)cc2)C(c2ccncc2)C1 (stereo not drawn)	-0.3	0	0
CC(=O)c1c(C)[nH]c(C2=NNC(=NC(C)(C)C)SC2)c1C	2.6	10	-7
CC(=O)C[C@@H]1OC[C@H](C)N1S(=O)(=O)c1ccc(C)cc1	-1.7	-1	-13
CN1c2ccc(-c3cccc(C#N)c3)cc2[C@H]2[C@H](CCN2C(=O)C2CC2)[C@H]1CO	0.1	2	-3
CC(=O)C1(C)C(=O)N(c2ccc(F)cc2)C(=O)N1c1ccc(F)cc1 (stereo not drawn)	-1.8	1	-8
CN(CC(=O)Nc1ccc(N2CCOCC2)cc1)C(=O)CCCOc1ccc(Cl)cc1Cl	-1.9	1	-8
O=c1cc(N2CCc3ccccc32)[nH]c(=O)n1-c1ccccc1Cl	0.9	-1	-36
CCCCn1nnnc1C(c1cc2ccccc2o1)N(C)Cc1ccccc1 (stereo not drawn)	0.0	-3	4
O=C(COc1ccc(Cl)cc1)Nc1c(-c2cccs2)nc2ccccn12	-0.1	1	-10
COc1ccc2c(c1)[C@@]1(OCCC=C[C@H]1C)C(=O)N2CC1CC1	-0.1	3	-2
Cc1nnc(SCC(=O)Nc2cccc(S(=O)(=O)NC3=NCCCCC3)c2)n1Cc1ccccc1	-0.3	-2	-22
COC(=O)c1c(-c2ccc(F)cc2)csc1NC(=O)C1CCCO1 (stereo not drawn)	-1.7	1	-13
C=CCNS(=O)(=O)c1ccc(N2C(=O)c3ccccc3C2=O)cc1	0.4	4	-18
CCC(C)c1ccc(NC(=S)NCCn2cc(Cl)cn2)cc1 (stereo not drawn)	0.5	-1	16
O=[N+]([O-])c1ccc(O)c(CNCc2ccccc2)c1	0.0	0	-36
O=C(/C=C/c1ccco1)Nc1ccc(N2CCCC2)cc1	-0.7	-1	-16
COC(=O)c1cc2sccc2n1CC(=O)N(C)c1ccccc1	-0.2	-4	-19

Looked up above:
Under ERAP1 HTS inh, CN(CC(=O)Nc1ccc(N2CCOCC2)cc1)C(=O)CCCOc1ccc(Cl)cc1Cl reads 1
Under ERAP1 HTS inh, COC(=O)c1c(-c2ccc(F)cc2)csc1NC(=O)C1CCCO1 (stereo not drawn) reads 1
Under ERAP1 HTS inh, O=C(NC1CC1)c1ccc(NS(=O)(=O)c2ccc(F)cc2)cc1 reads 2

(next part)
SMILES	E-sel inducer	ERAP1 HTS inh	RAD52 anneal inh
O=C(CSc1nnc(COc2ccc(Cl)cc2)o1)Nc1ccc(N2CCOCC2)cc1	-0.2	1	-11
O=C(N=C1N=C2C=CC=CN2Cc2ccccc21)c1ccc(S(=O)(=O)N2CCOCC2)cc1	-0.6	3	-15
CCCCSCc1cc(C(=O)O)oc1C(C)(C)C	3.0	-2	-15
CCOc1cc(/C=C/C(=O)Nc2ccc(C(=O)NCCN(CC)CC)cc2)ccc1OCC(C)C	10	16	27
O=C(NCCSCc1ccccc1)c1ccccc1	-0.2	-1	0
Cc1ccc(-c2cc(C(=O)N3CCc4ccccc4C3)no2)cc1	-1.1	2	-17
Cc1ccc(S(=O)(=O)N2CCOCC2)cc1NC(=O)CN1CCC(Cc2ccccc2)CC1	-6.9	-2	3
Cc1nc2c(O)c3c(c(O)c2nc1C)C1C=CC3CC1	-0.4	2	-8
Cc1cc(/C=N/NC(=O)c2ccccc2F)c(C)n1-c1ccccc1	0.3	-3	-42
c1ccc2c(CSc3ncnc4nc[nH]c34)cccc2c1	-0.2	-3	-14
COc1ccc(-c2cc(=O)c3c(C)cc(O)cc3o2)cc1	-0.3	4	-27
O=C(C[C@@H]1CC[C@@H](NS(=O)(=O)c2ccccc2)[C@H](CO)O1)N1CCN(c2ccccc2)CC1	0.0	0	-1
Fc1ccc2nc(C3CCCCN3Cc3nc(CC4CC4)no3)[nH]c2c1 (stereo not drawn)	0.1	5	-2
C[N+](=O)C1C(=O)Nc2ccccc21 (stereo not drawn)	-0.1	1	-14
CCN(CC)CCOC(=O)c1ccc([N+](=O)[O-])cc1	0.4	2	-11
Cc1ccc(-n2cccn2)cc1	0.0	-6	-4
O=C(NN=Cc1ccccc1O)C(O)(c1ccccc1)c1ccccc1	-0.5	2	-10
O=C(CSc1ccccn1)N/N=C/c1c[nH]c2ccccc12	-0.5	1	-40
O=C1CCCCCC(=O)[C@H](O)C[C@H](c2ccccc2)O1	1.4	-6	-10
O=C(NNC(=S)Nc1ccc(Cl)cc1Cl)c1ccc(N2CCOCC2)c([N+](=O)[O-])c1	0.0	0	-20
COc1cc(/C=C2/C(C)=C(C#N)c3nc(N)c(C#N)c(C)c32)ccc1OCC(=O)O	0.6	1	-84
Cc1ccc(Cc2ccccc2C(=O)O)cc1	-0.4	1	-11
Cc1ccc(CNC(=O)c2c(-c3ccccc3)noc2C)cc1	-0.5	1	1
Cc1cnc(C(=O)OCC(=O)Nc2cc(S(=O)(=O)N3CCOCC3)ccc2Cl)cn1	-0.2	0	-15
Cc1ccc(C2C3C(=O)N(c4ccccc4)C(=O)C3N3CCCN23)cc1 (stereo not drawn)	-0.1	2	-17
CC1/C(=N/O)CC(c2ccco2)NC1c1ccco1 (stereo not drawn)	-2.8	1	-1
O=C(NCCC1=CCCCC1)C1CCC(CNc2c(N3CCCCC3)c(=O)c2=O)CC1 (stereo not drawn)	-0.9	1	-6
CC1=NN(c2ccccc2)C(=O)/C1=C/c1cn(C)c2ccccc12	16	-3	-6
CC(=O)N1CCN(C(=O)c2ccc(S(=O)(=O)Nc3cccc(C(F)(F)F)c3)cc2)CC1	1.9	-5	-1
COc1ccc2c3c(n(C)c2c1)[C@H](CO)N(C(=O)C1CCCC1)CC31CCN(Cc2cccc(F)c2)CC1	-0.4	0	21
